Mtb BioA inh: BioA (M. tuberculosis) enzyme inhibition | purified M. tuberculosis BioA enzyme, plate reader | inhibition, % at 9.99 µM | 0.096% of 360,000 active; in the data active means inhibition above about 40%
An asterisk follows results filed as active.

SMILES | Mtb BioA inh
CC(C)NC(=O)N(C)C[C@H]1Oc2ccc(NC(=O)Nc3ccc4c(c3)OCO4)cc2C(=O)N([C@@H](C)CO)C[C@@H]1C | -1.5
C[C@H]1CN([C@@H](C)CO)C(=O)c2cc(-c3cccc(F)c3)cnc2O[C@@H]1CN(C)C(=O)c1cccc(F)c1 | 1.8
CNC[C@H]1Oc2ccc(NC(=O)C3CCCCC3)cc2C(=O)N([C@@H](C)CO)C[C@H]1C | -0.6
CN(C)CC(=O)N1[C@H](C#N)[C@@H](c2ccc(/C=C/c3ccccc3)cc2)[C@H]1CO | -0.1
C[C@@H]1CCCCO[C@@H](CN(C)Cc2ccccc2)[C@H](C)CN([C@H](C)CO)C(=O)c2cc(NC(=O)Nc3cccc4ccccc34)ccc2O1 | 3.5
C[C@@H]1CCCCO[C@@H](CN(C)S(C)(=O)=O)[C@H](C)CN([C@H](C)CO)C(=O)c2cc(NC(=O)Nc3ccc(C(F)(F)F)cc3)ccc2O1 | -2.5
Cc1ccc(S(=O)(=O)N(C)C[C@@H]2Oc3ncc(Br)cc3C(=O)N([C@@H](C)CO)C[C@@H]2C)cc1 | 3.2
C[C@@H]1CN([C@H](C)CO)C(=O)c2cc(-c3ccccc3)cnc2O[C@@H]1CN(C)Cc1ccccn1 | -5.9
C[C@H](O)C#Cc1ccc([C@H]2[C@@H](CO)N3CCCCN(C(=O)c4cccc(F)c4)C[C@H]23)cc1 | 1.9
CN(C)C(=O)[C@@H]1[C@@H](CO)[C@@H]2Cn3c(cccc3=O)[C@@H]2N1C(=O)C1CCCCC1 | -0.7
C[C@H](CO)N1C[C@H](C)[C@@H](CN(C)C(=O)Nc2cc(F)ccc2F)Oc2cc(-c3cccc(F)c3)ccc2S1(=O)=O | -2.2
C[C@@H]1CN([C@@H](C)CO)C(=O)c2cc(-c3ccc(C#N)cc3)cnc2O[C@H]1CN(C)Cc1ccncc1 | 2.3
C[C@@H]1CN([C@H](C)CO)C(=O)c2cc(NS(=O)(=O)c3ccc(F)cc3)ccc2O[C@@H](C)CCCCO[C@H]1CN(C)C(=O)Nc1ccc(F)cc1 | 1.1
O=C(C[C@H]1C[C@H]2c3cc(NC(=O)Cc4ccncc4)ccc3O[C@H]2[C@H](CO)O1)NCc1cc(F)ccc1F | -1.0
COc1ccc(NC(=O)Nc2ccc3c(c2)C(=O)N([C@@H](C)CO)C[C@@H](C)[C@H](CN(C)C)OCCCC[C@H](C)O3)cc1 | 0.4
C[C@@H]1CCCCO[C@@H](CN(C)CC2CCCCC2)[C@@H](C)CN([C@H](C)CO)C(=O)c2cc(NS(=O)(=O)c3cn(C)cn3)ccc2O1 | -0.7
C[C@@H]1CN([C@H](C)CO)C(=O)Cc2cc(NC(=O)c3ccncc3)ccc2O[C@@H]1CN(C)C(=O)Nc1ccc2c(c1)OCO2 | -3.0
Cc1noc(C)c1NC(=O)Nc1cccc2c1O[C@@H](CN(C)Cc1ccc(C(F)(F)F)cc1)[C@H](C)CN([C@@H](C)CO)C2=O | 3.9
CN1C(=O)c2cc(NC(=O)C3CC3)ccc2OC[C@@H]2O[C@@H](CC(=O)NCC3CCCCC3)CC[C@@H]21 | -2.6
C[C@@H]1CN([C@@H](C)CO)C(=O)c2cc(NS(=O)(=O)c3ccc(Cl)cc3)ccc2O[C@@H]1CN(C)Cc1ccccc1 | 1.5
CCCN(C)C[C@@H]1OCCCC[C@@H](C)Oc2ccc(NS(=O)(=O)c3cccs3)cc2C(=O)N([C@H](C)CO)C[C@@H]1C | -1.6
C[C@@H]1CCCCO[C@H](CN(C)Cc2ccccc2)[C@H](C)CN([C@H](C)CO)C(=O)c2cc(NC(=O)NC3CCCCC3)ccc2O1 | -0.7
COc1ccccc1C(=O)N1C[C@H]2[C@@H](c3ccccc31)[C@H](CO)N2C(=O)C1CC1 | -3.7
OC[C@H]1[C@H](c2ccc(C#Cc3ccccc3)cc2)[C@H]2CN(Cc3cncnc3)CCCCN21 | 1.0
C[C@@H](NC(=O)C[C@H]1C[C@@H]2c3cc(NC(=O)c4ccc5c(c4)OCO5)ccc3O[C@@H]2[C@@H](CO)O1)c1ccccc1 | 2.9

Next records.
SMILES | Mtb BioA inh
COc1cccc(-c2cnc3c(c2)C(=O)N([C@H](C)CO)C[C@H](C)[C@@H](CN(C)C(C)=O)O3)c1 | 4.7
O=C(O)C[C@H]1C[C@H]2c3cc(NC(=O)Nc4ccccc4F)ccc3O[C@H]2[C@@H](CO)O1 | -1.6
C[C@H](CO)N1C[C@H](C)[C@H](CN(C)S(=O)(=O)c2ccc(F)cc2)Oc2cc(C3=CCCCC3)ccc2S1(=O)=O | 0.7
O=S(=O)(N[C@@H]1CC[C@@H](CCn2cc(C3CC3)nn2)O[C@@H]1CO)c1ccc(F)cc1 | 0.1
O=C(C[C@@H]1CC[C@H]2[C@@H](COC[C@H](O)CN2C(=O)c2cnccn2)O1)NCc1ccc(Cl)cc1 | -1.2
C[C@H](CO)N1C[C@H](C)[C@@H](CN(C)C(=O)Nc2cccc(F)c2)Oc2ncc(C#CCN(C)C)cc2C1=O | -1.3
CCS(=O)(=O)Nc1ccc2c(c1)C(=O)N(C)[C@@H]1CC[C@H](CC(=O)Nc3ccccc3)O[C@H]1CO2 | -2.9
O=C(Nc1ccccc1F)N[C@H]1CC[C@H](CCNC(=O)C2CCCC2)O[C@@H]1CO | 4.1
C[C@@H]1CN([C@@H](C)CO)C(=O)c2cc(-c3ccc(C#N)cc3)cnc2O[C@H]1CN(C)C(=O)c1ccccc1 | -0.2
C[C@H]1CN([C@@H](C)CO)C(=O)c2cc(-c3ccncc3)cnc2O[C@@H]1CN(C)Cc1ccc(Oc2ccccc2)cc1 | -3.0
CNC[C@H]1Oc2cc(C#CCN(C)C)ccc2S(=O)(=O)N([C@H](C)CO)C[C@@H]1C | 2.8
CC(C)C#Cc1cnc2c(c1)C(=O)N([C@@H](C)CO)C[C@H](C)[C@@H](CN(C)C(=O)Cc1ccccn1)O2 | -2.4
Cc1ccc(S(=O)(=O)N(C)C[C@@H]2Oc3c(cccc3N(C)C)C(=O)N([C@H](C)CO)C[C@H]2C)cc1 | 1.0
COc1ccc(NC(=O)Nc2ccc3c(c2)C(=O)N([C@H](C)CO)C[C@H](C)[C@@H](CN(C)S(=O)(=O)c2ccccc2)OCCCC[C@H](C)O3)cc1 | -1.0
C[C@H](CO)N1C[C@H](C)[C@H](CN(C)C)OCCCC[C@H](C)Oc2ccc(N(C)C)cc2C1=O | -1.0
CC(C)NC(=O)Nc1cccc2c1O[C@H](CN(C)C(=O)NC(C)C)[C@H](C)CN([C@@H](C)CO)C2=O | -2.2
C[C@H]1CN([C@@H](C)CO)C(=O)c2cc(-c3cccc(F)c3)cnc2O[C@@H]1CN(C)C(=O)C1CCC1 | 4.7
CN(C)CC#Cc1ccc([C@@H]2[C@@H](CO)N3CCCCN(CC4CC4)C[C@@H]23)cc1 | -3.5
CO[C@H]1CC[C@@H]2CCN(C)C(=O)[C@H](C)N(C)C(=O)c3cccc(C#N)c3OC[C@@H]1O2 | 0.3
O=C(CC1CC1)N1CC[C@@H]2[C@H](CO)Nc3ccc(-c4cccc(F)c4)cc3[C@@H]21 | -0.2
O=C(Nc1cc(F)ccc1F)N1CCCCN2[C@H](C1)[C@H](c1ccc(-c3cccnc3)cc1)[C@@H]2CO | 6.0
O=C(Nc1cccc(Cl)c1)N1C[C@@H]2[C@H](c3ccccc31)[C@@H](CO)N2CC1CCOCC1 | -3.4
C[C@@H]1CN([C@H](C)CO)C(=O)c2cc(NC(=O)Nc3ccc(C(F)(F)F)cc3)ccc2O[C@@H]1CN(C)Cc1ccc(C(F)(F)F)cc1 | -2.1
CO[C@@H]1CN(C)C(=O)c2ccc(NC(=O)c3cc(C)on3)cc2OC[C@H](C)NC[C@@H]1C | -0.3
Cc1noc(C)c1NC(=O)Nc1ccc2c(c1)C(=O)N([C@@H](C)CO)C[C@@H](C)[C@H](CN(C)Cc1ccccc1)OCCCC[C@@H](C)O2 | 2.1

Eleven entries from above, set out differently.
| mol | Mtb BioA inh |
| --- | --- |
| COc1cccc(-c2cnc3c(c2)C(=O)N([C@H](C)CO)C[C@H](C)[C@@H](CN(C)C(C)=O)O3)c1 | 4.7 |
| O=C(O)C[C@H]1C[C@H]2c3cc(NC(=O)Nc4ccccc4F)ccc3O[C@H]2[C@@H](CO)O1 | -1.6 |
| C[C@H](CO)N1C[C@H](C)[C@H](CN(C)S(=O)(=O)c2ccc(F)cc2)Oc2cc(C3=CCCCC3)ccc2S1(=O)=O | 0.7 |
| O=S(=O)(N[C@@H]1CC[C@@H](CCn2cc(C3CC3)nn2)O[C@@H]1CO)c1ccc(F)cc1 | 0.1 |
| O=C(C[C@@H]1CC[C@H]2[C@@H](COC[C@H](O)CN2C(=O)c2cnccn2)O1)NCc1ccc(Cl)cc1 | -1.2 |
| C[C@H](CO)N1C[C@H](C)[C@@H](CN(C)C(=O)Nc2cccc(F)c2)Oc2ncc(C#CCN(C)C)cc2C1=O | -1.3 |
| CCS(=O)(=O)Nc1ccc2c(c1)C(=O)N(C)[C@@H]1CC[C@H](CC(=O)Nc3ccccc3)O[C@H]1CO2 | -2.9 |
| O=C(Nc1ccccc1F)N[C@H]1CC[C@H](CCNC(=O)C2CCCC2)O[C@@H]1CO | 4.1 |
| C[C@@H]1CN([C@@H](C)CO)C(=O)c2cc(-c3ccc(C#N)cc3)cnc2O[C@H]1CN(C)C(=O)c1ccccc1 | -0.2 |
| C[C@H]1CN([C@@H](C)CO)C(=O)c2cc(-c3ccncc3)cnc2O[C@@H]1CN(C)Cc1ccc(Oc2ccccc2)cc1 | -3.0 |
| CNC[C@H]1Oc2cc(C#CCN(C)C)ccc2S(=O)(=O)N([C@H](C)CO)C[C@@H]1C | 2.8 |

Additional entries:
SMILES | Mtb BioA inh
CNC[C@@H]1Oc2ccc(NC(=O)C3CCCCC3)cc2CC(=O)N([C@@H](C)CO)C[C@@H]1C | -2.2
CC(C)NC(=O)N(C)C[C@H]1OCCCC[C@@H](C)Oc2ccc(NS(=O)(=O)c3cccs3)cc2C(=O)N([C@H](C)CO)C[C@@H]1C | -0.8
C[C@@H]1CN([C@H](C)CO)C(=O)c2cc(NS(C)(=O)=O)ccc2O[C@H]1CN(C)Cc1ccc(Cl)c(Cl)c1 | 1.9
C[C@@H]1CN([C@H](C)CO)C(=O)c2cc(C3=CCCCC3)cnc2O[C@@H]1CN(C)C(=O)c1cccc(F)c1 | -0.2
Cc1noc(C)c1NC(=O)N(C)C[C@@H]1Oc2ccc(NC(=O)NC(C)C)cc2C(=O)N([C@@H](C)CO)C[C@H]1C | -1.1
C[C@@H]1CCCCO[C@H](CN(C)Cc2ccc(C(=O)O)cc2)[C@@H](C)CN([C@@H](C)CO)C(=O)c2cc(NS(=O)(=O)c3ccccc3)ccc2O1 | -3.9
COc1ccccc1NC(=O)N1C[C@@H](O)COC[C@@H]2O[C@@H](CC(=O)NCCc3ccncc3)CC[C@H]21 | 1.7
C[C@H]1CN([C@@H](C)CO)C(=O)c2cc(-c3cccc(F)c3)cnc2O[C@@H]1CN(C)C | -0.5
Cc1cc(C(=O)Nc2cccc3c2O[C@@H](CN(C)C(=O)Nc2ccc(F)cc2)[C@@H](C)CN([C@@H](C)CO)C3=O)n(C)n1 | 0.3
CN1C(=O)c2cc(NC(=O)c3cscn3)ccc2OC[C@@H]2O[C@H](CC(=O)N3CCCCC3)CC[C@H]21 | -1.5
O=C(O)[C@@H]1[C@@H](CO)[C@@H]2Cn3c(ccc(-c4cncnc4)c3=O)[C@@H]2N1C(=O)C1CCC1 | -0.8
COc1cccc(S(=O)(=O)N[C@@H]2CC[C@H](CCN)O[C@@H]2CO)c1 | 11
N#C[C@H]1N[C@H](CO)[C@@H]1c1ccc(-c2ccccc2F)cc1 | -3.9
COc1ccc(-c2cn(CC[C@@H]3CC[C@H](NC(=O)CCN4CCCCC4)[C@H](CO)O3)nn2)cc1 | -1.9
Cc1noc(C)c1NC(=O)N(C)C[C@@H]1Oc2ccc(NC(=O)Nc3ccc4c(c3)OCO4)cc2CC(=O)N([C@H](C)CO)C[C@H]1C | -2.0
O=C(Nc1ccc(Cl)cc1)N1C[C@@H]2[C@H](c3ccccc31)[C@H](CO)N2CC1CCCCC1 | -3.3
C[C@H](CO)N1C[C@H](C)[C@@H](CN(C)Cc2ccncc2)Oc2ncc(C#CC3CCCCC3)cc2C1=O | 0.4
CC(C)NC(=O)N(C)C[C@H]1Oc2c(NS(=O)(=O)c3ccc(F)cc3)cccc2C(=O)N([C@H](C)CO)C[C@H]1C | 1.0
C[C@H]1CN([C@@H](C)CO)C(=O)Cc2cc(NC(=O)C3CCCCC3)ccc2O[C@H]1CN(C)Cc1ccc(-c2ccccc2)cc1 | 5.9
CC(=O)NC[C@@H]1[C@@H](c2ccc(-c3ccccc3)cc2)[C@H](CO)N1C(=O)C1CCC1 | 3.9
CN(C)CC(=O)N[C@@H]1CC[C@@H](CCNC(=O)C2CCC2)O[C@@H]1CO | -1.1
CCNC(=O)[C@@H]1[C@@H](CO)[C@@H]2Cn3c(ccc(-c4ccccc4F)c3=O)[C@H]1N2Cc1cccnc1 | 0.3
CCOC(=O)c1cn(C[C@H](Cc2ccccc2)NC(=O)N[C@H](CO)CCc2oc(C(C)=O)c(C(=O)OC)c2C(=O)OC)nn1 | -5.3
CNC[C@@H]1OCCCC[C@@H](C)Oc2ccc(NC(=O)CCCN(C)C)cc2C(=O)N([C@@H](C)CO)C[C@H]1C | -0.3
CC(C)c1cn(CC[C@H]2CC[C@H](NC(=O)Nc3cc(Cl)cc(Cl)c3)[C@H](CO)O2)nn1 | -1.8
CCCNC(=O)C[C@@H]1C[C@H]2c3cc(NC(=O)NC4CCCC4)ccc3O[C@H]2[C@H](CO)O1 | -2.8
C[C@@H]1CN([C@@H](C)CO)C(=O)c2cc(C3=CCCC3)cnc2O[C@H]1CN(C)C(=O)CN1CCOCC1 | -0.3
C[C@@H]1CN([C@H](C)CO)C(=O)c2cc(NC(=O)Nc3ccc(F)cc3)ccc2O[C@@H](C)CCCCO[C@@H]1CN(C)C(=O)Cc1ccccc1 | -1.4
COc1ccc(S(=O)(=O)Nc2ccc3c(c2)C(=O)N([C@@H](C)CO)C[C@H](C)[C@H](CN(C)S(=O)(=O)c2ccc(C)cc2)OCCCC[C@H](C)O3)cc1 | -0.2
CN1C(=O)c2cc(NC(=O)c3ccccc3Cl)ccc2OC[C@H]2O[C@@H](CC(=O)Nc3ccc4c(c3)CCC4)CC[C@@H]21 | 0.2

Compound activity deposited in PubChem BioAssay by Broad Institute.

Not all compounds are listed; count on the stated rates, not on these rows.
